ALOX15B inhib: qHTS Assay for Inhibitors of 15-hLO-2 (15-human lipoxygenase 2); Polyunsaturated fatty acid lipoxygenase ALOX15B (Homo sapiens), O15296; purified 15hLO-2, xylenol orange hydroperoxide absorbance; Potency, µM (series often up to 57.1 µM), for the others: top-dose activity change, negative = inhibition, hits mostly inhibitors; 110,000 compounds, 0.56% hits; note: potency is the fitted concentration of half-maximal effect; nearly all actives have a fitted effect of over 60% in size; many of its hits are not listed in these tables
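Enzyme 50 nM, AA 45 uM, 25 mM Hepes pH 7.5 + 0.01% Triton X-100; cpd preinc 15 min RT, rxn 90 min RT; stop/detect with 200 uM XO + 300 uM Fe(II) in 50 mM H2SO4, 30 min; A573/A405.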
IMPase inh: qHTS Assay for Identifying the Cell-Membrane Permeable IMPase Inhibitors. Inositol monophosphatase 1 (Rattus norvegicus), P97697. CHO-M1 cells, IP1 accumulation, HTRF TR-FRET ratio. inhibition (IP1 accumulation), % at 46.1 µM. 120,000 tested, under 10 active; active = well fitted curve in the direction sought with a large enough effect in the signal ratio, not every such curve was filed as active; inconclusive = small, poorly fitted or top-dose-only effect, or a change in a side signal; inactive = no such curve, though single readings can be large or run the other way; the % refers to the signal ratio;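 note: cells stimulated with carbachol in lithium chloride buffer; plate controls were DMSO basal wells for no effect and reference inhibitor wells for full effect; higher means more IMPase inhibition seen as more IP1 and lower FRET ratio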
Target sequence (P97697 whole entry, looked up): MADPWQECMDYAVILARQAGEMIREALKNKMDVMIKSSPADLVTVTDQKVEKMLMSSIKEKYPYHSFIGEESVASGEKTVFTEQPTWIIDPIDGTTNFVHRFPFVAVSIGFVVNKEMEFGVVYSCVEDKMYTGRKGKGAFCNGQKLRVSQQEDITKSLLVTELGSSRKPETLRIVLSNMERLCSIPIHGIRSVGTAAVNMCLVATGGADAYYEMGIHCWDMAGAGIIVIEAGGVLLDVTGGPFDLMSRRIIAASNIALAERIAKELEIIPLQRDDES
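Elevated IP1 in lysates lowers TR-FRET signal (665/620 ratio and 620 channel reported). Cells were CHO-M1, given carbachol (50 uM as added) plus 50mM LiCl, pH 7.4, 30 min, 37C; compounds titrated up to 46 uM; AC50 by Hill equation.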
PNC inhibitor: High Content Assay for Compounds that inhibit the Assembly of the Perinucleolar Compartment | PC3M PTB-GFP, PNC prevalence imaging, 16 h; active compounds read low | activity change (PNC), negative = inhibition, % at 10 µM | 140,000 compounds, 3.1% hits;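 active = readout at or below -70, meaning at least 70% loss of cells showing the perinucleolar compartment, a nuclear body marking cancer cells; inconclusive = readout between -30 and a set limit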;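 note: plate controls were DMSO wells for no effect and camptothecin positive control wells for full effect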
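PC3M cells stably expressing PTB-GFP, 750–1000 cells/well, treated 16 h at 37 °C with compound (23 nl of library stock), in duplicate. After paraformaldehyde fixation and Hoechst stain, imaged at 20x; PNC prevalence scored by image analysis.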
12-hLO inh: qHTS Assay for Inhibitors of 12-hLO (12-human lipoxygenase); Polyunsaturated fatty acid lipoxygenase ALOX12 (Homo sapiens), P18054; purified 12-hLO, xylenol orange hydroperoxide absorbance; Potency, µM (doses to about 57.1 µM), for inactives: at the highest dose activity change, negative = inhibition, hits mostly inhibitors; 150,000 compounds, 0.12% hits; AID 1452, 2008; note: potency is the fitted concentration of half-maximal effect; nearly all actives have a fitted effect of over 55% in size; many of its hits are not listed in these tables
Target sequence (P18054 whole entry, looked up): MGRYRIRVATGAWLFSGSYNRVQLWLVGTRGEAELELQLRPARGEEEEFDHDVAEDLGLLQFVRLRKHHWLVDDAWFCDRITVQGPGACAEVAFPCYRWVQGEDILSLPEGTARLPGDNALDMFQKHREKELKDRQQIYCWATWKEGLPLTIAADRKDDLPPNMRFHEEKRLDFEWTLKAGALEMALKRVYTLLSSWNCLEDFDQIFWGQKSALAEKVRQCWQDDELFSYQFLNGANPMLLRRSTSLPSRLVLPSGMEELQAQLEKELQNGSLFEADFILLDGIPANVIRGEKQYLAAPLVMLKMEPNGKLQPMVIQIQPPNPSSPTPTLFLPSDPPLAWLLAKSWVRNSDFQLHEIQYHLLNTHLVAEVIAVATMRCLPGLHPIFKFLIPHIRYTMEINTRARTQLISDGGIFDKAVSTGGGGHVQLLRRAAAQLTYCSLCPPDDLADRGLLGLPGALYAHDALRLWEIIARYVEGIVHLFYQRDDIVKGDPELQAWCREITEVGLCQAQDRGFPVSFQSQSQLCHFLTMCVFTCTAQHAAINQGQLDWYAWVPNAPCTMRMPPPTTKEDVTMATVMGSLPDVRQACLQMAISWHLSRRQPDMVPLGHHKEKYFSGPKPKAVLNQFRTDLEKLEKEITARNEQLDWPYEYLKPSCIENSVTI
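Hydroperoxide output read as Fe(III)-xylenol orange absorbance, 573-to-405 nm ratio, after 30 min reaction with 40 uM arachidonic acid. Enzyme: 150 nM purified human 12hLO, 15 min compound preincubation; 25 mM Hepes pH 7.0, room temperature.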
* = called active by the depositor; ? = inconclusive; . = no result given; & = joins results of further samples; [ ] = dose if it differs, or a comment. Unless noted, calls come from the whole dose curve; as a rule, active = well fitted curve in the direction sought with a large enough effect; inconclusive = small, poorly fitted or top-dose-only effect, or another doubt; inactive = no such curve, though single readings can be large; an effect the other way counts as inactive or inconclusive. Unless noted, % is set by controls: 0 for no effect and ±100 for the full control effect.

SMILES | ALOX15B inhib | IMPase inh | PNC inhibitor | 12-hLO inh
Cc1c(CN(C)C(=O)/C=C/c2ccc([N+](=O)[O-])cc2)cnn1C | . | -4 | ? | -1%
CCOc1ccc(CNC(=O)CCn2c(=O)oc3ccccc32)cc1OC | -7% | 10 | 3 | -2%
CC(CN1CCN(C)CC1)OC(=O)c1ccccc1 (centres undefined) | 12% | 11 | 2 | -1%
CC(C)C[C@H](NC(=O)OC(C)(C)C)c1nnc(SCC(=O)Nc2ccc(Br)cc2)o1 | 2% | 3 | ? | -13%
O=C1c2ccccc2C(=O)N1C1(C(=O)NC2(C(=O)O)CCCC2)CCCC1 | -1%[11.4 µM] | . | . | 1%[11.4 µM]
Cc1nnc(-c2cnn(C)c2N)n1Cc1ccccc1F | -6% | 4 | -7 | -11%
CCC(C)NCCOCCOc1ccccc1-c1ccccc1 (centres undefined) | 41%[activator] | 9 | 68 | 5%
Cc1ccccc1C(CC(=O)c1cccs1)C(C#N)C#N (centres undefined) | . | 1 | 29 | -4%
CC(C)Cn1c(N)c(C(=O)COC(=O)c2cc(-c3ccccc3)nc3ccccc23)c(=O)n(C)c1=O | 8% | . | 62 | -2%&-1%
Cc1cc2cc(CNC(=O)Nc3ccccc3)ccc2n1C | . | -17 | 32 | 1%
CCN1C(=O)c2cccc3c(S(=O)(=O)Nc4ccccc4OC)ccc1c23 | 6% | 9 | 68 | 3%
COCCNC(=O)C(c1ccc(O)cc1)N(Cc1ccco1)C(=O)CCC(=O)Nc1nccs1 (centres undefined) | 2% | 2 | ? | -6%
O=C(Nc1cc2c3c(c1)C1CCCC1CN3CC1CCCC21)c1ccc([N+](=O)[O-])cc1 (centres undefined) | -8% | 12 | ? | -11%
CC(C)CNC(=O)c1ccccc1NC(=O)/C=C/c1cccc([N+](=O)[O-])c1 | . | . | 78 | -4%
NC(=O)C1CCN(C(=O)C2c3ccccc3C(=O)N3CCc4ccccc4C23)CC1 (centres undefined) | 6% | 8 | ? | -3%
COC1=C/C(=C/c2c(N)n3cc(C)sc3nc2=O)C=CC1=O | . | . | 34 | -7%
CCN1C(=O)C(CC(=O)Nc2ccc(Br)cc2)N(CCCc2ccccc2)C1=S (centres undefined) | -1% | 4 | 55 | ?
O=C(OCc1ccccc1F)c1ccc2c(c1)-c1ccccc1C2=O | -4% | -13 | -18 | -4%
O=C(/C=C/c1ccco1)N1CCN(c2ncccn2)CC1 | . | . | -22 | -1%
COc1cc(Cn2c(=O)oc3ccc(C)cc32)ccc1OC(C)C | . | 21 | 35 | -2%
O=C(OCn1nnc2ccccc2c1=O)c1ccc(Br)o1 | . | -6 | 43 | -4%
CCc1ccc(NC(=S)Nc2cccc(OC)c2)cc1 | ? | -1 | 87 | -18%
Cc1cccc2cc(CN(Cc3ccco3)C(=O)NC3CCCCC3)c(=O)[nH]c12 | 14% | 8 | -11 | -5%
Cc1ccc(-c2nc3cc(NC(=O)C(C)C)ccc3o2)cc1C | . | -4 | -12 | 9%
O=C(CN(C1CCCCC1)S(=O)(=O)c1ccc(Cl)cc1)N1CCOCC1 | 8% | 3 | -9 | -7%

The listing continues.
SMILES | ALOX15B inhib | IMPase inh | PNC inhibitor | 12-hLO inh
O=Nc1ccc(NO)cc1 | -5% | . | . | -6%
COCCCNC(=O)CCSc1ccc(C)cc1 | . | . | ? | -1%
Cc1ccc(C(NC(=O)C2CCCCC2)c2c(O)ccc3ccccc23)cc1 (centres undefined) | . | . | ? | -12%
O=C(Nc1ccc2nccnc2c1)c1cnccn1 | 2% | -7 | 48 | -1%
S=c1[nH]nc(COc2ccccc2)n1/N=C/c1cccnc1 | . | . | 27 | 1%
Cc1cc(O)cc(O)c1-c1onc(C(F)(F)F)c1-c1cscn1 | -2% | 6 | -3 | -5%
C[C@@H]1OC(OC2CC[C@@]3(C)C(CC[C@@]4(C)C3CC=C3C5CC(C)(C)CC[C@]5(C(=O)OC5OCC(O)[C@@H](O)[C@@H]5OC5O[C@@H](C)[C@H](O[C@H]6OC(CO)C(O)C(O)C6O)C(O)C5O)C(O)C[C@@]34C)C2(C)C)C(O)C(O)[C@H]1OC1OCC(O)C(O)[C@H]1O (some centres undefined) | -27% | . | . | -11%
c1ccc2c(c1)CC(N1CCN(c3cccc4c3OCCO4)CC1)C2 | 32%[activator] | 12 | . | ?
COC(=O)c1cccc(NC(=O)CN2CCN(c3ccc(OC)cc3)CC2)c1 | -11% | -4 | 20 | 0%
CN(c1ccccc1)S(=O)(=O)c1cc(C(=O)c2nccn2C)ccc1Cl | -1% | -3 | ? | -5%
CCCn1c(SCC(=O)N2CCc3ccccc3C2)nc2c1c(=O)n(C)c(=O)n2C | 4% | -7 | 52 | -5%
COc1ccc(C(c2nnnn2C2CCCC2)N2CCC(C(N)=O)CC2)c(OC)c1 (centres undefined) | 2% | -4 | ? | -6%
COc1cc(C)ccc1OCCOc1c(Cl)cc(Cl)cc1Cl | 14% | 5 | ? | -9%
CN(CC(=O)NC(=O)NCc1ccccc1)Cc1ccc(Cl)cc1 | . | 4 | ? | -2%
OCc1csc(=Nc2ccccc2)n1-c1ccccc1 | 0% | 5 | -29 | -3%
O=C(O)c1ccc(NS(=O)(=O)c2cc(Cl)ccc2Cl)cc1O | 12%[2.29 µM] | -3 | -8 | -3%
Cn1nnnc1SCC(=O)N1CCN(c2ccccc2)CC1 | -2% | -1 | 41 | 3%
O=[N+]([O-])c1ccccc1S(=O)(=O)N1CCCCC1 | . | . | 48 | 0%
Cc1ccc(SCC(=O)Nc2cccc(C(=O)NC(C)(C)C)c2)cc1 | . | 1 | 10 | 1%
COc1ccc(CNC(=O)CCSc2nc(-c3ccc4c(c3)OCO4)cc(C(F)(F)F)n2)cc1 | . | -7 | 55 | -2%
O=C(NCCSCc1ccccc1)c1ccc(C2SCC(=O)N2Cc2ccccc2)cc1 (centres undefined) | -26% | 12 | 38 | -20%
O=C(NCCN1CCOCC1)c1cc2sccc2n1Cc1ccc(Cl)cc1 | 14%[11.4 µM] | 5[1.84 µM] | ? | -2%
O=C(NCCCN1CCN(c2ccccc2F)CC1)C1CC(=O)N(C2CCCC2)C1 (centres undefined) | 18% | 13 | 2 | 3%
Cc1ccc(NC(=O)CN(c2ccccc2)S(=O)(=O)N(C)C)cc1 | . | . | -15 | 2%
N#Cc1ccccc1OCC(=O)OCC(=O)c1ccc2c(c1)NC(=O)CO2 | -7% | -6 | 3 | -5%

Taken from above.
PNC inhibitor result of O=[N+]([O-])c1ccccc1S(=O)(=O)N1CCCCC1 → 48
ALOX15B inhib result of Cc1cc(O)cc(O)c1-c1onc(C(F)(F)F)c1-c1cscn1 → -2%

Next structures.
SMILES | ALOX15B inhib | IMPase inh | PNC inhibitor | 12-hLO inh
Cc1ccc(-c2c(C)n([O-])c3c([n+]2=O)CCC3)o1 | -9% | -5 | ? | 6%
COc1ccc(/C=N/NC(=O)CCn2c3ccccc3c3ccccc32)cc1O | 3% | 7 | -11 | -3%
CCCn1c(=S)[nH]c2cc(C(=O)NCC3CCCO3)ccc2c1=O (centres undefined) | . | -10 | 58 | 1%
CCN(CC)S(=O)(=O)c1ccc(Cl)c(NC(=O)COC(=O)/C=C/c2cc(OC)c(OC)c(OC)c2)c1 | . | . | 12 | -2%
CC(c1ccco1)N(C(=O)CSc1ccc(Br)cc1)c1ccccn1 (centres undefined) | -7% | -8 | 27 | -7%
C/C(N)=C(/C#N)C(=O)COC(=O)COc1ccc(Cl)cc1 | 1% | 7 | ? | -1%
COc1cccc(NC(=O)N2CCOCC2)c1 | -3% | -4 | -26 | -1%
Cc1ccsc1/C=N/NC(=O)Cc1cccn1C | . | . | 11 | -5%
CC(=O)C(Sc1nc(NC(C)(C)C)nc(N(C)C)n1)C(C)=O | 13% | 1 | 26 | ?
COc1cccc(C(=O)N2CCN(Cc3ccco3)CC2)c1OC | -28% | 0 | 2 | -8%
COc1ccccc1/C=C/C(=O)OCC(=O)Nc1ccccc1Sc1ccccc1 | . | . | -6 | -4%
Cc1cc(NCCO)c2cc(O)ccc2n1 | 1% | -13 | 8 | 0%
COc1ccc(CCNC(=O)/C(C#N)=C2\N=C(NC(=O)c3cccs3)c3ccccc32)cc1 | . | -6 | -11 | 0%
CCOC(=O)C(Nc1ccc2ccccc2c1)C(=O)OCC | . | . | -28 | -4%
CCC(C)C(NC(=O)C1CCC(C)CC1)C(=O)NCc1cccnc1 (centres undefined) | . | 1 | 76 | -3%
COc1ccc(Br)cc1CNC(=O)C1CCN(S(=O)(=O)N2CCCC2)CC1 | -2% | -1 | 22 | -4%
NC(=O)C1CCN(C2CC(=O)N(c3cccc(F)c3)C2=O)CC1 (centres undefined) | -11% | -2 | 15 | 1%
O=c1[nH]c2ccccc2nc1C(F)(F)C(F)F | 3% | -13 | -14 | -4%
COC(=O)c1ccc(NC(=O)CSc2nnc(-c3ccccc3)n2C)cc1 | . | 4 | 280 | -27%
Cc1cc(C)nc(/N=C(\N)Nc2cccc([N+](=O)[O-])c2)n1 | . | 6 | 84 | -2%
Clc1ccc(Oc2cnns2)cc1Cl | -2% | 0 | 0 | -4%
CCc1nnc(NC(=O)c2ccc3c(c2)C(=O)N(C(C)(C)C)C3=O)s1 | 2% | 1 | -24 | -4%
Cc1cccc(N=C2NN=C(c3c[nH]c4ccccc34)CS2)c1 | . | . | 57 | -12%
CC(=O)c1ccc(Sc2nnnn2-c2ccccc2)c([N+](=O)[O-])c1 | . | . | -6 | 3%
CCc1ccccc1NC(=O)CSc1nnc(Cn2cnc3ccccc32)o1 | . | 3 | 13 | 4%
COC(=O)c1c(O)cc(C(C)(C)C)n(-c2ccccc2)c1=O | . | . | ? | 3%
Cc1ccccc1S(=O)(=O)Nc1ncnc2scc(-c3ccccc3)c12 | . | . | 12 | -2%
Cc1ccccc1-c1nnc(SCC(=O)NC2CCCCC2)o1 | . | . | -30 | 2%
CCOc1ccccc1CNC(=O)c1cc2occc2n1C | -25% | -4 | -18 | -7%

5 entries from above, with tabs.
smiles	ALOX15B inhib	IMPase inh	PNC inhibitor	12-hLO inh
COc1cccc(NC(=O)N2CCOCC2)c1	-3%	-4	-26	-1%
Cc1ccsc1/C=N/NC(=O)Cc1cccn1C	.	.	11	-5%
CC(=O)C(Sc1nc(NC(C)(C)C)nc(N(C)C)n1)C(C)=O	13%	1	26	?
COc1cccc(C(=O)N2CCN(Cc3ccco3)CC2)c1OC	-28%	0	2	-8%
COc1ccccc1/C=C/C(=O)OCC(=O)Nc1ccccc1Sc1ccccc1	.	.	-6	-4%

Single records (already shown):
Shown for `CCc1nnc(NC(=O)c2ccc3c(c2)C(=O)N(C(C)(C)C)C3=O)s1` = ALOX15B inhib = 2%; IMPase inh = 1; PNC inhibitor = -24; 12-hLO inh = -4%
Shown for `COc1cc(Cn2c(=O)oc3ccc(C)cc32)ccc1OC(C)C` = ALOX15B inhib = .; IMPase inh = 21; PNC inhibitor = 35; 12-hLO inh = -2%

An excerpt. The share of hits here may be higher or lower than overall.
